# Compound activity deposited in PubChem BioAssay by Broad Institute.
# RAD52 inh = blocks human RAD52 DNA annealing; recombinant RAD52 DNA annealing, FRET fluorescence; inhibition, % at 18.7 µM; actives 0.46% (n = 360,000); AID 651710;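 active = every replicate showing at least 50% inhibition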
# E-sel inducer = induces E-selectin expression in human endothelial cells. HUVEC E-selectin immunofluorescence imaging; normalized: neutral wells 0, TNF-alpha wells 100. activation, % at 7.58 µM. actives 0.37% (n = 260,000);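 active = mean E-selectin-positive cell signal at least 10% of the positive control, reached in at least 60% of replicates, without over 20% cell loss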;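 note: in these data hits start at about 27%; measured in HUVEC primary endothelial cells; signal is the percent of cells scored E-selectin positive by PE staining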
#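 Test system: HUVEC; input: 3,000 HUVEC/well; measured by: immunofluorescence imaging; read-out: % PE-positive cells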
# CASP6 VEID inh = caspase-6 (human) enzyme inhibition; P55212; purified caspase-6, Z-VEID-R110 cleavage fluorescence; inhibition, % at 12.5 µM; actives 0.53% (n = 350,000); AID 686996;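 active = mean inhibition across replicates at least about 35%, with every replicate also reaching that limit, limit read from the data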;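 note: 0% = median of neutral control wells and 100% = no fluorescence left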
# Target sequence (P55212 24-179 limits assumed): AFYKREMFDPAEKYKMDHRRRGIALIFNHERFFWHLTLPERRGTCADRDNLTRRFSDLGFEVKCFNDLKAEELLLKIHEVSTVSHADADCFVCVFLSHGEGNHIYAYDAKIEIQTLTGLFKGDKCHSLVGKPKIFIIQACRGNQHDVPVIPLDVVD
# Target sequence (P55212 194-293 limits assumed): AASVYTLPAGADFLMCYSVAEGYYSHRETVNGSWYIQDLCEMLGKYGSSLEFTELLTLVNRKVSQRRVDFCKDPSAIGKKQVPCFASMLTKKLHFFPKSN
# ERp5 block = ERp5 (human) disulfide isomerase inhibition; ERp5 insulin aggregation, absorbance 650 nm, 90 min; Q15084; inhibition, % at 9.99 µM; actives 0.05% (n = 350,000);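 active = mean replicate inhibition above about 25%, with every replicate also reaching it, limit read from the data, passing the limit was not always enough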
# RAD54 inh = blocks human RAD54 Holliday junction branch migration; inhibition, % at 10.4 µM; actives 0.14% (n = 360,000); FAM/BHQ fluorescence;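 active = mean normalized replicate activity at least 40 and at least half of replicates scoring 40 or more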;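 note: 0% = median of neutral control wells and 100% = median of positive control wells; inhibitors cause a drop in the FAM fluorescence signal; in these data hits start at about 50%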
# Target sequence (Q92698 whole entry, looked up): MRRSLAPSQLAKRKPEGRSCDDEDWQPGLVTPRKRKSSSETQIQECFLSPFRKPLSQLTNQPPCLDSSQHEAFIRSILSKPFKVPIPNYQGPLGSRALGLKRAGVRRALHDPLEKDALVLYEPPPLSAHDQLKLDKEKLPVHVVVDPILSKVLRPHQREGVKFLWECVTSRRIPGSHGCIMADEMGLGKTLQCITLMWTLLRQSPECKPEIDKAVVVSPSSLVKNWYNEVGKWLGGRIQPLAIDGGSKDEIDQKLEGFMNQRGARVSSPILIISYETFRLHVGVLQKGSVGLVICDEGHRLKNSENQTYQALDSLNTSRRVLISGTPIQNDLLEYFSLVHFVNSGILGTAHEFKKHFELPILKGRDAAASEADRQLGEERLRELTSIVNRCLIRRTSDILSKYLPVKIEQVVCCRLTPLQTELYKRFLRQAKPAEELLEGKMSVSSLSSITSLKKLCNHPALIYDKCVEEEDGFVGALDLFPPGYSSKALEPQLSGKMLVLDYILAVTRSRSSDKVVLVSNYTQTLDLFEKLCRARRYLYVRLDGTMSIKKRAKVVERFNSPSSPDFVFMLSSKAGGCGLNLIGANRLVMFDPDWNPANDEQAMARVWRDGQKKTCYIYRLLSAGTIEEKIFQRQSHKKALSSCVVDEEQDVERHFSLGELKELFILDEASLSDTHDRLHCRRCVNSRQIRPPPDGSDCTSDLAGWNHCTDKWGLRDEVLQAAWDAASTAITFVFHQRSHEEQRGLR
# esBAF inh = inhibitors of esBAF chromatin remodeling in mouse ES cells; Bmi1-luciferase knock-in reporter, 24 h; 100% = twice the neutral-well signal; reporter increase, % at 12.5 µM; actives 2% (n = 350,000); AID 602393; in the data active = activation above about 40%;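 note: 0% = median of the plate's neutral control wells and 100% = double that signal; a rise in the Bmi1 reporter signal indicates esBAF inhibition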
# ARNT TACC3 PPI = disruptors of human ARNT/TACC3 interaction; actives 0.66% (n = 390,000); inhibition, % at 9.99 µM; Q9Y6A5; AlphaScreen His-ARNT PAS-B/GST-TACC3 binding, luminescence; TACC3 fragment carries E629A point mutation;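 active = mean inhibition of replicates at least 50% and at least half of replicates each reaching 50%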;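 note: 0% = complete ARNT plus TACC3 wells and 100% = ARNT alone without TACC3; many hits fall short of the cut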
# PglD DTNB = inhibitors of Campylobacter jejuni PglD acetyltransferase. purified PglD enzyme, DTNB colorimetric CoA detection. actives 0.098% (n = 360,000). inhibition, % at 12.5 µM. AID 602405; in the data active = inhibition above about 16%, passing the limit was not always enough; note: strong numbers were not always called active
# The depositor's hits bear a star; x = no result given; & = joins results of further samples.
SMILES,RAD52 inh,E-sel inducer,CASP6 VEID inh,ERp5 block,RAD54 inh,esBAF inh,ARNT TACC3 PPI,PglD DTNB
CCn1cc(CN2CCC(C(=O)Nc3cccc(-c4cccc(OC)c4)c3)CC2)c(C)n1,-13,0.6,-4,15,0,-5,2,15
Cc1noc(C)c1S(=O)(=O)Nc1ccc2c(c1)C(=O)N([C@@H](C)CO)C[C@@H](C)[C@@H](CN(C)S(=O)(=O)c1ccc(Cl)cc1)OCCCC[C@H](C)O2,-40,x,-3,-2,1,3,11,-1
C[C@@H]1CN([C@@H](C)CO)C(=O)c2cc(-c3ccc(F)cc3)cnc2O[C@@H]1CN(C)C(=O)c1ccc(F)cc1,8,-0.3,3,0,-14,-1,-7,-1
COc1ccccc1C(=O)NC(CCSC)C(=O)NNC(=O)c1ccc(F)cc1 (centres undefined),-15,-0.1,-5,5,-9,-11,-2,-2
O=C(CCNC(=O)c1ccc([N+](=O)[O-])cc1)NCc1cccs1,0,-0.1,0,0,x,-3,x,x
CCOC(=O)Cc1csc(NC(=O)Nc2cccc(OC)c2)n1,-7,x,5,3,5,27,-4,-6
c1ccc(-c2nnc(-c3c[nH]c4ccccc34)nc2-c2ccccc2)cc1,x,x,x,x,-1,2,-3,-4
COc1ccc(C(O)c2nc(-c3cccc(C(C)C)c3)cs2)cc1 (centres undefined),-5,-0.2,4,2,1,-1,x,1
CO[C@@H]1CN(C)C(=O)c2cc(NC(=O)C3CCCCC3)ccc2OC[C@@H](C)N(C(=O)Nc2ccc(C(F)(F)F)cc2)C[C@H]1C,-10,-0.1,-4,-4,-6,9,-2,-1
C[C@@H]1CN([C@@H](C)CO)C(=O)c2cc(NC(=O)C3CCCCC3)ccc2O[C@@H]1CN(C)Cc1ccc(C(F)(F)F)cc1,12,-5.1,0,5,-2,-4,-11,-2
COc1ccc(S(=O)(=O)Nc2ccc3c(c2)C(=O)N([C@@H](C)CO)C[C@H](C)[C@@H](CN(C)S(=O)(=O)c2ccc(C)cc2)OCCCC[C@H](C)O3)cc1,-40,x,0,-4,9,-1,4,2
COc1ccc(CCNC(=O)CCc2ccc(S(=O)(=O)NCC(C)C)cc2)cc1,-8,x,3,7,x,x,-7,x
COC(=O)C1(Cc2cc(-c3ccc(OC)cc3OC)no2)CCN(C(=O)OC(C)(C)C)CC1,-7,0.1,5,-4,7,12,-7,0
Cc1ccc(NC(=O)c2ccc(S(=O)(=O)N3CC(C)CC(C)C3)cc2)cc1S(=O)(=O)N1CCOCC1 (centres undefined),-12,x,-3,1,1,15,-2,0
CCN(CC)Cc1c(O)ccc2occ(C(=O)c3ccc(OC)cc3)c12,x,x,x,x,-3,-3,1,8
COCCCn1c(=O)c2sccc2n2c(CCCC(=O)NCc3ccccc3)nnc12,-3,2.7,0,-2,7,-5,1,-2
N#C/C(=C\c1ccc(N2CCCCC2)o1)C(N)=O,-240,x,10,2,x,x,3,x
CCCC#Cc1ccc([C@H]2[C@@H](CO)N3C(=O)CN(C(=O)NCCC)C[C@@H]23)cc1,-13,-0.3,1,-1,x,x,x,x
CN1C(=O)CC(NNC(=O)c2ccccc2)C1=O (centres undefined),x,x,x,x,-2,-6,-1,-4
Cc1ccccc1CSCCNC(=O)CCSc1ccccc1,-4,x,-1,4,-5,-1,-7,-2
COCCCn1c(C(C)C)nc2oc3cc(OC)ccc3c(=O)c2c1=O,x,x,x,x,-2,5,0,-8
CCCc1cc(=O)oc2cc(C)cc(OCC(=O)N[C@@H](CSCc3ccccc3)C(=O)O)c12,-5,x,1,6,8,-6,-11,6
O=C(c1n[nH]c2ccccc12)N1CCN(S(=O)(=O)c2ccc3ccccc3c2)CC1,x,x,x,x,12,-3,-4,-1
COc1ccc(CN2CC(C(=O)NCC3CCCO3)CC2=O)cc1 (centres undefined),x,x,x,x,0,1,3,-3

# Three of the entries above in order of the CASP6 VEID inh value, high to low.
SMILES | RAD52 inh | CASP6 VEID inh | ERp5 block | esBAF inh | ARNT TACC3 PPI | PglD DTNB
COCCCn1c(=O)c2sccc2n2c(CCCC(=O)NCc3ccccc3)nnc12 | -3 | 0 | -2 | -5 | 1 | -2
Cc1ccccc1CSCCNC(=O)CCSc1ccccc1 | -4 | -1 | 4 | -1 | -7 | -2
Cc1ccc(NC(=O)c2ccc(S(=O)(=O)N3CC(C)CC(C)C3)cc2)cc1S(=O)(=O)N1CCOCC1 (centres undefined) | -12 | -3 | 1 | 15 | -2 | 0

# 5 compounds drawn at random from the list so far:
SMILES,RAD52 inh,E-sel inducer,CASP6 VEID inh,ERp5 block,RAD54 inh,esBAF inh,ARNT TACC3 PPI,PglD DTNB
COC(=O)C1(Cc2cc(-c3ccc(OC)cc3OC)no2)CCN(C(=O)OC(C)(C)C)CC1,-7,0.1,5,-4,7,12,-7,0
O=C(c1n[nH]c2ccccc12)N1CCN(S(=O)(=O)c2ccc3ccccc3c2)CC1,x,x,x,x,12,-3,-4,-1
Cc1ccc(NC(=O)c2ccc(S(=O)(=O)N3CC(C)CC(C)C3)cc2)cc1S(=O)(=O)N1CCOCC1 (centres undefined),-12,x,-3,1,1,15,-2,0
COc1ccc(CN2CC(C(=O)NCC3CCCO3)CC2=O)cc1 (centres undefined),x,x,x,x,0,1,3,-3
CCCC#Cc1ccc([C@H]2[C@@H](CO)N3C(=O)CN(C(=O)NCCC)C[C@@H]23)cc1,-13,-0.3,1,-1,x,x,x,x

# More entries follow:
SMILES,RAD52 inh,E-sel inducer,CASP6 VEID inh,ERp5 block,RAD54 inh,esBAF inh,ARNT TACC3 PPI,PglD DTNB
C[C@@H](NC(=O)C[C@@H]1CC[C@@H]2[C@H](COC[C@H](O)CN2C)O1)c1ccccc1,-11,0.0,-2,1,-1,6,8,-4
Cc1cc(C)c(C(=O)OCc2csc(CC(=O)Nc3ccccc3C)n2)c(C)c1,-32,2.3,-5,-1,0,3,-1,-2
COc1cc(C(=O)C(=O)c2ccc(O)c(OC)c2)ccc1O,-11,0.1,1,5,-5,9,1,-12
Cc1noc(C)c1NC(=O)N(C)C[C@@H]1Oc2ccc(NS(C)(=O)=O)cc2CC(=O)N([C@@H](C)CO)C[C@H]1C,x,-8.8,x,x,2,-4,-8,3
COc1ccc(S(=O)(=O)N2CCc3cc(OC)c(OC)cc3C2)cc1,-9,0.6,6,-6,2,x,-2,-7
COc1ccc(O)c(/C=N/NC(=O)c2cccc(N3CCCC3=O)c2)c1,-10,0.5,-3,0,-1,6,13,-3
CCCCNC(=O)c1onc(CSc2cc(C)cc(C)c2)c1C(=O)O,-13,0.1,3,5,-12,-2,-5,2
COC(=O)c1ccc(Oc2nc(NC(C)C)nc(NC(C)C)n2)cc1,-15,-0.3,19,2,x,x,2,x
Cc1sc(-n2c(C)cc(/C=N/n3cnnc3)c2C)c(C#N)c1C,-3,x,0,7,-19,13,5,-3
COC(=O)Cc1[nH]nc2c1C(c1ccc(O)c(OC)c1)C(C#N)=C(N)O2 (centres undefined),-23,0.3,2,2,-22,-7,5,2
O=C(NC(=S)NNC(=O)[C@H]1C[C@@H]1c1ccccc1)c1ccc(F)cc1,-9,-0.2,-1,0,1,-3,0,-8
Cc1ccc(/C=N/NC(=O)c2cccc(NC(=O)c3ccccc3Cl)c2)o1,-39,x,1,2,-1,3,7,-5
C[C@@H]1CN([C@H](C)CO)C(=O)c2cccc(NC(=O)Nc3ccc(F)cc3)c2O[C@H]1CN(C)Cc1ccc(-c2ccccc2)cc1,9,2.2,2,20,4,0,12,-4
CCc1cc(=O)oc2cc(C)cc(OC(C)C(=O)NCc3ccncc3)c12 (centres undefined),-10,-0.3,1,3,12,-2,2,2
CCCN1CCC(NC(=O)Nc2ccccc2C(=O)OC)CC1,x,x,x,x,10,1,0,-3
Cc1ccc(NC(=O)C2(C)Cc3ccccc3C(=O)O2)cc1 (centres undefined),-8,-6.8,0,4,x,x,x,x
CO[C@H]1CN(C)C(=O)c2ccc(NC(=O)C3CCOCC3)cc2OC[C@H](C)N(CC2CC2)C[C@H]1C,8,0.2,-4,-10,13,0,x,-2
Cc1ccc(C)c(Cn2c3ccccc3c3cnn(CC(=O)NCc4ccccn4)c(=O)c32)c1,-16,x,-3,-1,0,-5,-12,2
Nc1ccc(-c2nc3ccccc3o2)cc1,-21,0.0,0,-1,2,23,-7,-10
Cc1cccc(C)c1NC(=O)CNC(=O)c1ccncc1,-11,1.1,1,18,2,7,-1,0
N#Cc1c(C(F)(F)F)cc(C2CC2)nc1N1CCCC1,x,x,x,x,-1,0,-2,-3
Cc1cccc(S(=O)(=O)N2C[C@@H](O)COC[C@@H]3O[C@H](CC(=O)NCCCN4CCOCC4)CC[C@H]32)c1,10&-18,0.0&7.1,-2&5,6&3,0,1,-2,2
CCNC(=S)N/N=C1\CCCCc2ccccc21,-25,0.1,-2,3,-16,-2,x,0
CCCc1cc(=O)[nH]c(SCC(=O)Nc2sc3c(c2C#N)CCC(C)C3)n1 (centres undefined),-8,-1.9,3,11,-5,5,10,2
C[C@H](CO)N1C[C@H](C)[C@H](CN(C)C(=O)CCC(F)(F)F)OCCCC[C@H](C)Oc2ccc(NS(=O)(=O)c3ccc(Cl)cc3)cc2C1=O,15,-0.1,0,81*,2,17,3,1
Cc1ccccc1CSc1nnc(-c2ccncc2)o1,-9,7.5,2,-5,-9,22,-5,5
COc1cccc(CNC(=O)C[C@H]2CC[C@H]3[C@@H](COc4ccc(NC(=O)c5cccs5)cc4C(=O)N3C)O2)c1,4,0.3,0,-4,-4,-1,3,4
CN1CCN(NC(=O)CSc2ccc(Cl)cc2Cl)CC1,3,x,-3,3,-5,-7,x,8
C[C@@H]1CN([C@H](C)CO)S(=O)(=O)c2ccc(C3=CCCC3)cc2O[C@H]1CN(C)C(=O)c1cccnc1,5,1.0,0,-3,5,2,-11,1
COc1ccc(S(=O)(=O)Nc2ccc3c(c2)C(=O)N([C@@H](C)CO)C[C@@H](C)[C@@H](CN(C)S(=O)(=O)c2ccc(Cl)cc2)O3)cc1,x,-3.5,x,x,2,-3,15,1
CO[C@@H]1CN(C)C(=O)c2cc(NS(C)(=O)=O)ccc2OC[C@H](C)N(CC2CC2)C[C@@H]1C,-4,-0.2,-1,-1,-2,0,-1,-2
O=S(=O)(NC1CCCCC1N1CCN(c2ccc(F)cc2)CC1)c1ccccc1 (centres undefined),2,x,-4,1,5,1,4,-7
COCCN(C(=O)c1cc(-c2ccc(F)cc2)nc2ccccc12)c1c(N)n(CC(C)C)c(=O)[nH]c1=O,-16,x,1,4,6,0,-3,-5
Cn1nc(-c2ccc(Cl)cc2)c2cc(C(=O)NCC3CCCO3)sc21 (centres undefined),-8,x,3,0,4,-6,-4,2
Cc1ccc(NC(=O)c2sc3nc(C)cc(C)c3c2N)cc1,4,0.9,1,2,-7,4,-16,7
Cc1ccc(S(=O)(=O)NC(=O)c2ccc(Br)o2)c(C)c1,-14,0.1,7,9,12,-20,-4,-3
CCC(=O)N1CCN(c2ccc(NC(=S)NC(=O)c3ccc(OC)c([N+](=O)[O-])c3)cc2)CC1,-10,x,3,-2,x,x,-2,x
COc1ccccc1OCc1csc(N)n1,5,1.6,-4,1,-4,0,-7,-3
Cc1cccc(NC(=O)c2ccc(OCc3c(C)noc3C)cc2)c1,-2,x,1,-3,3,35,-2,-1
CCOC(=O)C1CCN(CCCSc2ccccc2)CC1,-3,0.0,0,3,-19,-11,0,3
COc1ccc(NC(=O)N[C@@H]2CC[C@H](CCn3cc(-c4ccc(OC)cc4)nn3)O[C@H]2CO)cc1,-5,2.1,-2,0,-5,-4,-8,0
CN1C(=O)c2cc(NC(=O)c3cnccn3)ccc2OC[C@H]2O[C@H](CC(=O)NCC3CC3)CC[C@H]21,-12,-0.1,2,7,x,x,x,x
Cc1noc(C)c1COc1ccccc1C(=O)NCCc1ccc(Cl)cc1,-9,-0.6,9,0,1,23,-1,-2
CC1(C(=O)NC2CCCCCCC2)CCC(=O)N1Cc1ccco1 (centres undefined),-8,x,4,4,-1,6,1,-4
COc1ccccc1NC(=S)N(Cc1ccco1)Cc1cc2ccc(C)c(C)c2[nH]c1=O,x,-0.3,x,x,5,x,-6,1
Cc1noc(C)c1S(=O)(=O)Nc1ccc2c(c1)C(=O)N([C@H](C)CO)C[C@@H](C)[C@H](CN(C)C(=O)c1ccncc1)OCCCC[C@@H](C)O2,5,-0.5,-1,5,-2,10,-3,-3
